NCOA1 inh = SRC1 coactivator transcriptional activity inhibitors, primary screen, cell-based, luminescence. AID 588354, 2011. inhibition, % at 3.6 µM. HEK293 GAL4-SRC1 luciferase reporter. Nuclear receptor coactivator 1 (Homo sapiens), Q15788. hit rate 0.12% among 360,000;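 active means inhibition above the campaign mean plus 3 SD, with each screening campaign given its own cutoff, cut at about 60% in these data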;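 further: 0% = DMSO treated cells and 100% = gossypol at 36 µM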
EBV LMP1 NFkB = EBV LMP1-driven NF-kappaB luciferase reporter inhibitors, primary screen, cell-based, luminescence, single point; LMP1-induced NF-kappaB luciferase reporter cells; inhibition, % at 12.5 µM; hit rate 0.69% among 350,000; in the data active means inhibition above about 41%;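 further: 0% = neutral control wells and 100% = reference inhibitor control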
NR2F2 inh = NR2F2 transcriptional activity inhibitors, primary screen, cell-based, luciferase reporter, HEK293T, luminescence. COUP transcription factor 2 (Homo sapiens), P24468. HEK293T NGFI-A luciferase reporter. inhibition, % at 8.6 µM. hit rate 0.7% among 370,000;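 active means inhibition above a per-plate cutoff, mean inhibition of test wells between control levels plus 3 SD, cut at about 38% in these data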;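 further: cells cotransfected with COUP-TFII expression vector driving the NGFI-A reporter; 0% = median of COUP-TF2 test wells and 100% = reporter-only cells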
SRC2 inh = inhibition of GAL4-SRC2 driven luciferase reporter, primary screen, SRC2 inhibitor project, cell-based, luminescence. inhibition, % at 9 µM. Nuclear receptor coactivator 2 (Homo sapiens), Q15596. hit rate 0.17% among 370,000. HEK293 GAL4-SRC2 luciferase reporter;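 active means inhibition above the mean inhibition of all tested compounds plus 3 SD, set per campaign, cut at about 52% in these data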;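 further: 0% = DMSO treated cells and 100% = cells given Gossypol at 36 µM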
Vif inh = HIV Vif self-association inhibitors, primary screen, imaging, HEK293T, single point; hit rate 0.35% among 340,000; AID 602346, 2012; inhibition, % at 7.49 µM; HEK293T cells, Vif self-association by quenched fluorescence, 24 h; in the data active means inhibition above about 50%, passing the limit was not always enough; further: some results filed as inactive read as strong as hits
NOD2 RIPK2 PPI = NOD2-RIPK2 binding disruptors in cells, primary screen, fluorescence, CHO cells, BLA complementation. Receptor-interacting serine/threonine-protein kinase 2 (Homo sapiens), O43353. CCF4 ratio. inhibition, % at 4.98 µM. hit rate 0.38% among 360,000. AID 624267, 2012; in the data active means inhibition above about 21%;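 further: 0% = vehicle only and 100% = reference blocker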
C8 TRAIL sens = viability loss with TRAIL in NB7+C8 cells, primary screen, TRAIL sensitizer project, cell-based, ATPlite luminescence. inhibition (viability loss, TRAIL sensitization), % at 10 µM. hit rate 1% among 360,000. AID 624354, 2012;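 active means compounds causing at least 50% loss of cell viability in the single-dose screen, relative to plate controls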
NR5A2 inv ag = LRH-1 (NR5A2) inverse agonists, primary screen, cell-based, luminescence, HEK293T, StAR-luciferase reporter | LRH-1 transfected, 24 h | inhibition, % at 3.6 µM | hit rate 0.13% among 360,000 | AID 602396, 2012;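 active means inhibition above the mean inhibition of all tested compounds plus 3 SD, cut at about 73% in these data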;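 further: 0% = DMSO wells and 100% = reporter-only cells lacking LRH-1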
TLR9-MyD88 inh = inhibitors of TLR9-MyD88 association in cells, primary screen, cell-based, CHO, BLA complementation, fluorescence. Toll-like receptor 9 (Homo sapiens) + Myeloid differentiation primary response protein …. CCF4 FRET ratio. inhibition, % at 4.98 µM. hit rate 0.21% among 340,000;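 active means inhibition above the mean over all tested compounds plus 3 SD, cut at about 21% in these data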;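 further: 0% = DMSO only wells and 100% = clavulanate BLA inhibitor control wells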
SRC3 inh = SRC3 coactivator transcriptional activity inhibitors, primary screen, cell-based, luminescence | Nuclear receptor coactivator 3 (Homo sapiens), Q9Y6Q9 | HEK293 GAL4-SRC3 luciferase reporter | inhibition, % at 3.6 µM | hit rate 0.17% among 360,000 | AID 588352, 2011;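 active means inhibition above a per-campaign cutoff, the mean of all compounds plus 3 SD, cut at about 60% in these data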;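 further: 0% = DMSO-treated cells and 100% = gossypol-treated cells at 36 µM; higher means less SRC3-driven luciferase light from the GAL4 reporter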
TROY signal inh = inhibitors of TROY-driven NF-kB signaling, primary screen, Q293 LMP1-TROYcd cells, NF-kB luciferase, uHTS | inhibition, % at 10 µM | AID 1347056, 2019 | hit rate 0.98% among 360,000 | Q293 LMP1-TROYcd NF-kB luciferase reporter, 4 h;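 active means compounds whose plate-normalised and pattern-corrected inhibition of the luciferase reporter signal at the single screening dose is 50% or more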
* marks the source's active call; other numbers are inactive results; nt = no result given.

cpd	canonical_smiles	NCOA1 inh	EBV LMP1 NFkB	NR2F2 inh	SRC2 inh	Vif inh	NOD2 RIPK2 PPI	C8 TRAIL sens	NR5A2 inv ag	TLR9-MyD88 inh	SRC3 inh	TROY signal inh
1	CC1(Oc2cccc(Cl)c2)CCN(Cc2ccc(OC(F)(F)F)cc2)C1 (stereo unspecified)	8	nt	4	5	-13	-5	-3	1	nt	-11	4
2	O=C(Nc1ccc2oc(Cc3ccc(Cl)cc3)nc2c1)c1cccnc1	2	3	-5	-31	-9	4	-4	-2	-5	-10	18
3	CCOc1ccc(OCC)c(NC(=O)CSc2nnc(-c3cccnc3)o2)c1	-3	-4	8	4	-2	4	8	11	-2	7	11
4	Cn1c(=O)c2c(ncn2CC(=O)OCC(=O)Nc2ccc(F)cc2F)n(C)c1=O	-9	4	-4	-22	8	0	-9	13	-10	9	2
5	O=C(Cn1cnc([N+](=O)[O-])n1)N/N=C/c1ccc2ccccc2c1	5	26	-3	-10	3	7	-6	2	-4	-2	0
6	CSCCCc1cn([C@@H](CO)C(=O)NCCCCCCCCCCC(=O)N2CCNCC2)nn1	-29	-3	1	-7	-2	-6	5	-1	2	-4	1
7	O=C1[C@H]2[C@@H](c3ccccc3)N[C@]3(CCCN(Cc4ccccc4)C3=O)[C@H]2C(=O)N1Cc1ccccc1	-6	3	-10	0	nt	-7	-7	7	3	3	-1
8	CCCc1nc2ccc(C)cn2c1Cc1cccc(F)c1	-55	nt	-32	-45	nt	7	13	-111	nt	-54	21
9	Cc1[nH]c(=S)[nH]c(=O)c1Cc1ccccc1	-7	-3	8	3	1	-4	-13	-13	-1	-5	-12
10	CCOc1ccc(NC(=S)N2CCC(NC(=O)c3ccccc3C)CC2)cc1	3	5	-1	-2	7	1	-8	-12	-8	11	-12
11	COc1ccc(OC)c(NC(=O)CSc2nnc(-c3ccco3)n2-c2ccc(C(=O)O)cc2)c1	-15	6	19	14	nt	-5	11	-5	-2	2	21
12	COc1ccc(CCNC(=O)CSc2nc3ccccc3o2)cc1OC	-1	-13	-12	6	-1	-10	-19	29	-1	1	-7
13	O=C1Nc2ccccc2C1=Nc1cccc([N+](=O)[O-])c1	20	-5	-1	-6	3	-8	-8	14	1	11	-5
14	COc1ccc(C2/C=C\CN(C(=O)c3ccccc3)CC(=O)N2Cc2ccc(F)cc2)cc1 (stereo unspecified)	-9	13	-84	-3	0	1	4	14	-2	-5	-15
15	NS(=O)(=O)c1ccc(NC(=S)NC(=O)c2ccc(-c3ccccc3)cc2)cc1	2	-11	-4	-1	5	-14	4	-9	6	16	-10
16	FC(F)(F)c1ccccc1N/N=C/c1cccnc1	5	-9	-13	-1	1	12	-19	15	1	8	-32
17	Cc1cccc(-c2nnc3n2N=C(c2ccccc2)CS3)c1	-10	7	14	10	-2	-7	10	29	-10	13	5
18	CN(Cc1ccc(Cl)cc1)C(=O)c1[nH]c(C(F)(F)F)nc1-c1ccccc1	20	nt	2	4	-2	-12	-2	7	nt	6	-1
19	COc1ccc(C(CC(=O)O)NC(=O)c2sc3ccccc3c2Cl)cc1 (stereo unspecified)	7	5	7	4	7	-5	3	16	-12	15	-8
20	C[C@H](NC(=O)[C@@H]1Cc2ccccc2CN1C(=O)OC(C)(C)C)C(=O)NCc1ccco1	3	1	8	2	-3	-3	-6	-5	2	5	2
21	CC(C)=C1C2CCC1C1C(=O)N(c3ccc(C)c(C)c3)C(=O)C21 (stereo unspecified)	-24	4	7	-9	-2	-2	4	5	15	15	26
22	CCS(=O)(=O)N1CCCC(C(=O)NCCc2ccc(OC)c(OC)c2)C1 (stereo unspecified)	-3	-5	-5	-14	-1	-5	-7	14	-8	12	18
23	CCCC(=O)Nc1ccc(C2C(=O)c3ccccc3C2=O)cc1	-68	-8	-22	-65	-8	2	76*	-33	3	-84	-27
24	O=C(Cc1csc(-c2cccc(F)c2)n1)Nc1cccc(S(=O)(=O)NC2=NCCC2)c1	4	3	1	-33	-16	-16	-12	-34	7	-10	-3
25	Cc1ccsc1C(=O)OCC(=O)NC1CC1	-6	2	3	1	-12	-2	3	-16	-1	-32	-13
26	CCNc1nc(NCC)nc(NC(N)=S)n1	5	-6	11	2	-2	-1	1	6	7	3	-4
27	CSc1ccccc1OCc1cc(C(=O)N2CCN3CCCC3C2)no1 (stereo unspecified)	-19	-3	-2	-7	-5	11	0	-16	-4	7	-36
28	O=C(NCc1ccco1)c1ccccc1NS(=O)(=O)c1ccc2c(c1)OCCO2	-2	7	12	-1	1	1	-3	-8	-6	12	4
29	COc1cccc(NC(=O)NCCC2=CCCCC2)c1	-66	-13	-40	-49	-6	-3	10	-84	0	-51	-79
30	O=C(Cn1cnc2c(cnn2-c2ccc(Cl)cc2)c1=O)NC1CCCCC1	6	1	10	14	nt	-9	0	-9	0	-9	-3
31	CCN1CCN(C(=O)N2CCOCC2)CC1	-13	-29	3	-4	6	0	-6	-3	-9	7	3
32	COc1ccc(NC(=S)Nc2ccc3c(c2)c(=O)n(C)n3-c2ccccc2)cc1	-1	nt	4	6	-10	-8	-9	2	nt	-1	-13
33	O=C(NCCCN1CCCC1=O)C(=O)NCC1OCCCN1S(=O)(=O)c1cc(F)ccc1F (stereo unspecified)	-10	-8	8	-6	4	-1	2	-7	1	-12	-1
34	CCN(CC)S(=O)(=O)c1cc(C(=O)Nc2cccnc2Cl)ccc1Cl	5	-5	2	-33	3	-4	1	9	-5	6	-8
35	O=C(Nc1ccc(F)cc1)C1CCN(S(=O)(=O)c2cccs2)CC1	5	1	-1	-19	-1	-2	-2	-1	2	8	-1
36	Cc1ccc(NC(=O)CSc2nnnn2-c2ccc3c(c2)OCO3)cc1C	13	9	-14	-1	18	1	-3	19	8	13	6
37	C=CC[C@@H](CC(=O)N[C@H](CO)Cc1ccccc1)C(=O)N[C@H](COC(=O)[C@@H](CC=C)CC(=O)OC(C)(C)C)Cc1ccccc1	-2	-8	0	-12	1	-2	-10	-5	5	-26	0
38	CN(CC(=O)Nc1ccccc1Cl)C(=O)c1ccccc1Sc1ccccc1C#N	-2	2	11	-24	-1	-6	-13	-2	-10	-10	-6
39	CC(NS(=O)(=O)c1ccc(Br)cc1)c1ccccc1 (stereo unspecified)	9	3	-28	-3	0	-1	-10	-21	-13	5	17
40	COc1cc(S(=O)(=O)N2CCCCC2)ccc1NC(=O)c1ccc(F)cc1	6	6	0	-12	3	7	3	16	-9	7	-7
41	Cc1cc(/C=C2/NC(=O)NC2=O)c(C)n1-c1cccnc1	-27	-5	-5	-16	6	-13	13	2	-5	8	-1
42	COc1ccc(C2c3ccc(O)cc3Oc3ncn4nc(-c5ccncc5)nc4c32)cc1OC (stereo unspecified)	-14	4	-19	13	1	-6	-7	-5	3	-11	19
43	O=C(CSc1n[nH]c(-c2ccccc2)n1)N1CCCC1	-11	6	-20	-35	8	-1	-12	3	2	-11	-17
44	COc1cccc(C2CC(C(F)(F)F)n3nc(C(=O)Nc4c(C)n(C)n(-c5ccccc5)c4=O)cc3N2)c1 (stereo unspecified)	-4	7	2	-2	-2	5	-7	11	-14	17	-20
45	CC1Cc2[nH][nH]c(=O)c2C(C2CC2)O1 (stereo unspecified)	nt	nt	-5	7	nt	2	2	7	nt	nt	-3
46	COC(=O)c1ccncc1N	7	2	14	11	3	-6	0	1	-4	11	19
47	CCN(CC)C(=O)Oc1ccc(Br)cc1C(=O)Nc1ccc(F)c(Cl)c1	-5	-6	-5	-16	6	6	-13	-18	-8	12	-8
48	COc1ccc(C(=O)c2ccc(CC(=O)O)s2)cc1	-17	9	22	52*	1	7	15	13	4	12	9
49	CC(=O)Nc1ccc(SCC(=O)N(CCC#N)c2ccc(C)cc2)cc1	10	-4	14	35	-2	1	1	33	0	6	-11
50	COc1cc(OC)c(C2C(C(=O)O)c3ccccc3C(=O)N2C)cc1OC (stereo unspecified)	7	-2	14	-17	2	-4	5	-3	2	5	2
51	CCCCCC1CC(COc2ccccc2)OC1=O (stereo unspecified)	10	1	-2	-4	1	-2	5	-3	2	8	-28
52	Cn1c(C(=O)N[C@@H](Cc2ccccc2)C(=O)O)cc2cc(F)ccc21	-36	4	1	7	-1	-5	-6	0	5	6	-15
53	CSc1cccc(NC(=O)CN2C(=O)COc3ccc(S(=O)(=O)N4CCOCC4)cc32)c1	2	-5	3	2	-2	-11	-7	9	0	8	3
54	COc1ccc2[nH]c(=S)[nH]c2c1	-2	-6	3	-26	8	11	9	-9	-2	8	2
55	CCc1nnc(NS(=O)(=O)c2ccc(NC(=S)NC(=O)/C=C/c3ccc([N+](=O)[O-])cc3)cc2)s1	5	-2	-2	-31	-1	-9	-7	-1	-6	14	21
56	O=C(NN1C(=O)NC2(CCCCC2)C1=O)c1ccc(Cl)c(Cl)c1	-5	-2	-8	26	1	-17	-17	-19	0	-6	-2

Going on with the list:
cpd	canonical_smiles	NCOA1 inh	EBV LMP1 NFkB	NR2F2 inh	SRC2 inh	Vif inh	NOD2 RIPK2 PPI	C8 TRAIL sens	NR5A2 inv ag	TLR9-MyD88 inh	SRC3 inh	TROY signal inh
57	CSc1nc(Cl)cc(N2CCOCC2)n1	1	-2	10	-2	9	3	3	-12	-7	-3	3
58	COC(=O)CCCNC(=O)c1ccc2nc(Cc3ccc(OC)cc3)oc2c1	-27	-1	8	-12	7	-1	-15	-2	6	-14	-23
59	CC(C)(C)Cc1c(-c2ccc(F)cc2)nc2ccc(Cl)cn12	4	-6	12	13	3	-2	-2	-5	8	0	-37
60	CCOC(=O)N1CCN(C(=O)CSc2ccc(Cl)cc2)CC1	-38	-9	-19	-21	-5	-13	-11	-32	7	-6	-42
61	COc1ccc(OC)c(NC(=O)Cc2nn(C)c(=O)c3ccccc23)c1	-15	20	18	-2	nt	-6	12	12	-3	13	11
62	O=C(Nc1ccccc1-c1ccccc1)C(c1ccccc1)c1ccccc1	0	-7	5	9	-2	-2	5	4	10	8	-14
63	Cc1c(C(=O)N2CCN(c3cccc(Cl)c3)CC2)cccc1[N+](=O)[O-]	3	-11	12	-1	5	-2	9	-22	-2	13	11
64	Cc1c(C#N)c(=O)c(-[n+]2ccccc2)c([S-])n1-c1ccc(Cl)cc1	-17	-2	6	9	0	5	25	3	2	17	-15
65	Cc1oc(-c2cccc3ccccc23)nc1CN1CCN(c2ncnc3ccccc23)CC1	-2	24	20	34	-12	-4	23	-13	-4	9	42
66	O=C(c1cccs1)N(C(=O)c1cccs1)c1ccccn1	-53	-10	-9	-28	0	-8	-6	-44	8	-65	-33
67	CCO[C@H]1OC(C(=O)NC2CC2)=C[C@@H](c2ccc3c(c2)OCO3)[C@@H]1CCCO	-6	3	-9	-10	12	4	-6	3	13	-2	-2

Some of the compounds tested; the hit share may differ from the screen's.
